IkB sig inh – IkB pathway inhibition in ABC-DLBCL cells. ABC-DLBCL IkBa-CBG/CBR dual luciferase ratio, 4 h; response scale: scaled: untreated 0%, proteasome inhibitor 100%. Potency, µM (highest dose often 57.1 µM), without a hit: top-dose IkBa stabilization activation. 110,000 compounds, 0.04% hits. AID 445; active means well fitted curve in the direction sought with a large enough effect in the signal ratio, not every such curve was filed as active; inconclusive means small, poorly fitted or top-dose-only effect, or a change in a side signal; the % refers to the signal ratio;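 further: the direction sought is a rising ratio; 0% = basal untreated cells and 100% = reference inhibitor full response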
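In this assay, an IκBα–CBG68 fusion accumulates when IKK-driven degradation is blocked; native CBR normalizes for cell number. OCI-Ly3 cells were treated 4 h with compound and doxycycline, then green and red light read after Chroma-Glo addition.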
p53ts 32C kill – kills p53ts cells at the permissive temperature | Potency, µM (titrated, usually from 46.1 µM), for inactives: at the highest dose activity change, negative = cytotoxicity, most hits filed as cytotoxic | 130,000 compounds, 0.93% hits | H1299-p53A138V at 32C, ATP luminescence viability, 24 h | AID 924;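 further: 0% = DMSO and -100% = full killing by reference compound; nearly all actives have a fitted effect of over 55% in size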
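ATP-content luminescence (ATPlite) read-out after 24 h compound exposure at 32C in H1299-p53A138V cells (600/well). Tested up to 46 uM. Normalized to DMSO (0%) and 100 uM tamoxifen (100% killing); Hill-fit AC50.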
p53ts 39C tox – p53ts cell cytotoxicity, nonpermissive temperature | AID 902 | H1299-p53A138V viability at 39C, ATP luminescence, 24 h | 130,000 compounds, 1.5% hits | Potency, µM (titrated, usually from 46.1 µM), for the others: at the highest dose activity change, negative = cell killing, hits mostly cytotoxic; further: nearly all actives have a fitted effect of over 55% in size
Imprint erasure – induces erasure of genomic imprints in mouse ES cells | mouse ES Peg3-LacZ reporter, beta-gal luminescence, 40 h | 110,000 compounds, 0.02% hits | Potency, µM (series often up to 60.7 µM), inactives show at the highest dose activity change, positive = activation, most hits filed as activators | AID 1948;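 further: 0% = negative control wells on the plate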
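Gelatin-coated wells received 300 freshly trypsinized female ES cells with a Peg3LacZ-Neo reporter on the maternal allele, then incubated 40 hours at 37C. BetaGlo was added for 5 minutes at room temperature before a single luminescence read.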
Numbers without * were called inactive; ? = inconclusive; . = no result given; [ ] = remark or other dose. Unless noted, the call rests on the fitted dose curve; in most records, active means well fitted curve in the direction sought with a large enough effect; inconclusive means small, poorly fitted or top-dose-only effect, or another doubt; inactive means no such curve, though single readings can be large; an effect the other way counts as inactive or inconclusive. Unless noted, on the % scale 0 is the no-effect control and ±100 the full control effect; potency means the concentration at half of the fitted maximal effect.

Molecule	IkB sig inh	p53ts 32C kill	p53ts 39C tox	Imprint erasure
Cc1nn2c(-c3cccc(NC(=O)c4ccccc4)c3)nnc2c2ccccc12	?	-0.6%	-0.3%	-10.1%[10.9 µM]
CCSc1ccccc1C(=O)NCCCn1ccnc1	0.3%	9.1%	-1.5%	-12.2%
CN(C)CCCc1cc(C(=O)Nc2ccc(-c3ccncc3)cc2)ccc1O	1.8%	-10.8%	8.2%	3.6%
CCN(CC)C(=O)C1=C(C)NC(=O)NC1c1ccccc1F (stereo unspecified)	-1.6%	14.1%	6.6%	0.0%
CCCC(C(=O)NC1CCCCC1)N(CC1CCCO1)C(=O)CNS(=O)(=O)c1ccc(F)cc1 (stereo unspecified)	0.7%	6.2%	-9.9%	-7.7%
COc1cccc(CNC(=O)CCc2nnc3n(C)c(=O)c4sccc4n23)c1	0.3%	12.9%	19.9%	9.9%[10.9 µM]
Cc1cccc2cc(CN(Cc3nnnn3Cc3ccco3)C3CCCC3)c3nnnn3c12	?	-2.2%	-6.0%	-17.2%
CN(Cc1ccccc1)S(=O)(=O)c1ccc2c(c1)n(C)c(=O)n2C	?	1.8%	-2.8%	-15.0%
COc1ccccc1OCc1ccc(C(=O)N2CCN3CCCC3C2)cc1 (stereo unspecified)	?	6.2%	1.6%	-41.3%[inhibitor]
CCOC(=O)c1ccc(-n2c(-c3ccc(C)cc3)c(C)n3c4c(=O)n(C)c(=O)n(C)c4nc23)cc1	-2.0%	-0.1%	23.9%	-7.4%[10.9 µM]
CCn1cc(C(=O)NCc2ccc(C)cc2)c(=O)c2cc(S(=O)(=O)N(C)C3CCCCC3)ccc21	?	3.2%	1.1%	13.5%[10.9 µM]
Cc1sc2c(c1C)c(=O)n(Cc1ccccc1)c(=O)n2CC(=O)Nc1cccc(Cl)c1	0.3%	15.4%	-1.2%	-9.3%[10.9 µM]
CCOc1ccc2sc(NS(=O)(=O)c3ccc(OC)c(OC)c3)nc2c1	2.3%	5.4%	-0.7%	?
COc1ccc(-c2cc(C(F)F)n3ncc(C(=O)NCCCN4CCCC4=O)c3n2)cc1	-2.2%	11.8%	0.1%	7.5%
COc1ccc(CCn2c(=O)c3cccnc3n(CC(=O)Nc3ccc(C)c(F)c3)c2=O)cc1OC	?	10.2%	?	7.9%[10.9 µM]
COc1ccc(-c2nc(CNS(=O)(=O)c3ccc(Br)cc3)cs2)cc1	-1.5%	-4.7%	-1.1%	-8.3%[10.9 µM]
Cc1ccc(-n2c(=O)c3c(cnn3C)n(CC(=O)Nc3cccc(Cl)c3)c2=O)cc1	?	4.6%	7.0%	23.7%[10.9 µM]
Cc1cc2c(cc1S(=O)(=O)N1CCC(C)CC1)OCC(=O)N2	-2.1%	-12.3%	-29.8%	18.2%[10.9 µM]
OC(c1ccc(Cl)cc1)c1nnc(-c2ccccc2)o1 (stereo unspecified)	1.4%	-1.9%	-14.4%	-12.4%
CCOc1ccccc1CNC(=O)C1CCN(S(=O)(=O)c2c(C)noc2/C=C/c2ccccc2F)CC1	-0.2%	3.3%	-16.0%	-8.0%[10.9 µM]
Cc1cccc(-n2c(SCC(=O)Nc3ccccc3Cl)nc3n[nH]c(C)c3c2=N)c1	?	8.6%	-18.9%	-11.7%[10.9 µM]
Cc1cccc(N2CCN(C(=O)c3ccc(NC(=O)c4nsc5ccccc45)cc3)CC2)c1C	?	?	?	-2.3%[10.9 µM]
CCCc1noc2c1/C(=N\O)CC(c1ccccc1)C2 (stereo unspecified)	.	-7.7%	-3.0%	.
Cc1ccc(S(=O)(=O)N(CC(=O)O)c2ccc(Cl)cc2)cc1	.	11.7%	-0.3%	.
Cc1ccc2cc(C#N)c(NCCCNC(=O)C3CCCO3)nc2c1 (stereo unspecified)	-1.6%	-5.2%	-3.7%	-10.0%
COc1ccc(S(=O)(=O)N2CCCN(S(=O)(=O)c3ccc(OC)c(C)c3)CC2)cc1C	.	-22.3%	-8.5%	.
Cc1c(Cl)cccc1NC(=O)c1ccc2c(c1)CCCN2S(C)(=O)=O	0.1%	-7.5%	-25.5%	-7.1%[10.9 µM]
CC(=O)c1ccc(N2CCN(S(=O)(=O)c3ccc(-c4cc(C)no4)s3)CC2)cc1	0.2%	1.0%	19.7%	-15.6%[10.9 µM]
CC(=O)c1cccc(NC(=O)CCc2nc3cccnc3n2Cc2cccs2)c1	?	-2.3%	-1.0%	-7.7%[10.9 µM]
Oc1ccc(Br)cc1CN1CCCCCCC1	1.8%	-3.5%	2.4%	-8.7%
CCOc1ccc(C(=O)/C=C/c2cn(CC(O)CN3CCCCCC3)c3ccccc23)cc1 (stereo unspecified)	?	-24.6%	10µM*	-16.9%[10.9 µM]
Cc1ccc(C(=O)COC(=O)C(CC(C)C)NC(=O)C2CCC(C)CC2)cc1 (stereo unspecified)	1.2%	0.0%	-0.2%	-5.1%[10.9 µM]
CS(=O)(=O)N1CCC2(CC1)CN(C(=O)Nc1cccc(F)c1)C2	4.5%[11.4 µM]	-3.9%	-2.8%	.
Cc1ccnc(NS(=O)(=O)c2ccc(NC(=O)C3CCCO3)cc2)n1 (stereo unspecified)	1.8%	-8.0%	0.5%	0.4%
CCc1nc(NCC2CCCO2)c(C#N)c2c1COC(C)(C)C2 (stereo unspecified)	.	15.4%	19.6%	.
COc1ccccc1CNC(=O)c1cc2c(=O)n(Cc3cccs3)ccc2nc1C	1.8%	-13.4%	-9.0%	-6.0%[10.9 µM]
CCCn1c2c(c(O)c(C(=O)Nc3nc(C)cs3)c1=O)CCCC2	-0.6%	0.3%	6.0%	-5.3%
Cc1nc(N2CCOCC2)c2c(C(=O)NCc3ccc(Cl)cc3)c(C)oc2n1	?	1.1%	-15.3%	-9.2%[10.9 µM]
Cc1cccc(NC(=O)C2CCCN(S(=O)(=O)c3c(C)noc3/C=C/N(C)C)C2)c1C (stereo unspecified)	?	12.5%	22.5%	-7.5%[10.9 µM]
C1CCc2c(nnc3c2-c2nonc2CC3)C1	0.2%	7.9%	5.6%	-1.6%
O=c1c(N2CCCCC2)csc2ccc(F)cc12	9.2%	-23.0%	-22.3%	-3.6%[10.9 µM]
CC(=O)Nc1cccc(N)c1	2.7%	9.0%[1.84 µM]	-12.9%	-4.1%
CCOC(=O)c1c(-c2ccccc2)csc1NC(=O)c1cc(-c2ccc(Br)cc2)on1	7.9%	0.8%	9.1%	-6.3%[10.9 µM]
CCCCCc1cc(O)c2c(C)cc(=O)oc2c1	-1.7%	35.0%[activator]	29.2%	-19.8%
Cc1nc(-n2nc(C)c(CCC(C)C)c2C)sc1C(=O)Nc1ccc(Cl)cc1	?	1.9%	-12.0%	-1.0%[10.9 µM]
COc1ccc(S(=O)(=O)Nc2c(C)n(C)n(-c3ccccc3)c2=O)cc1Br	-1.5%	2.2%	12.5%	-6.3%[10.9 µM]
CCOc1ccc(NC(=O)N(CCN(C)C)C(C)c2ccncc2)cc1 (stereo unspecified)	0.2%	-1.5%	4.6%	-13.1%
COc1ccccc1OCCC(=O)OCC(=O)NC(=O)NC(C)(C)C	3.6%	0.8%	-5.6%	0.7%
COc1ccc(-c2nnnn2C)cc1S(=O)(=O)NCCc1ccccc1	-0.5%	17.0%	5.6%	-5.8%
CCCOc1nc(N)c(C#N)c(-c2ccccc2F)c1C#N	2.2%	-2.0%	-21.5%	0.3%
Cc1[nH]c2ccccc2c1CCO	2.9%	14.1%	6.2%	-10.8%
CCCCCN(C(=O)NC(=O)Nc1nncs1)S(C)(=O)=O	1.1%	-7.6%	-12.9%	-5.8%
COc1cc(NC(=O)c2cc(C3CC3)nc3c2c(C)nn3-c2ccc(C)cc2)cc(OC)c1	?	-0.2%	13.1%	-2.3%[10.9 µM]
CCCC(C)C(=O)Nc1nnc(C)s1 (stereo unspecified)	-0.2%	1.3%	8.2%	-1.2%
CCN(CC)CCNC(=O)C1CCN(S(=O)(=O)N2CCCCC2)CC1	6.8%	3.8%	2.0%	-5.2%
COc1ccc(-c2csc(NCc3ccco3)n2)cc1	10.9%	?	?	-34.0%[inhibitor]
CCCCC(=O)N(CCOC)c1nnc(-c2ccc(OC)cc2)s1	-1.1%	9.3%	-10.4%	-12.6%
Cc1cccc(C)c1NC(=O)c1oc2ccc3c(c2c1C)C(=O)CC(C)(C)O3	?	20.9%	-1.4%	-12.5%[10.9 µM]
CCOc1ccc(-n2nnc3c(=O)n(CC(=O)c4ccccc4)cnc32)cc1	-0.6%	3.0%	4.3%	3.0%
C[n+]1ccccc1/C=N/O	.	5.8%	-1.2%	-3.9%

Compounds from the list above with two or more sulfur atoms, in the order listed:
Molecule	IkB sig inh	p53ts 32C kill	p53ts 39C tox	Imprint erasure
CCOc1ccc2sc(NS(=O)(=O)c3ccc(OC)c(OC)c3)nc2c1	2.3%	5.4%	-0.7%	?
COc1ccc(-c2nc(CNS(=O)(=O)c3ccc(Br)cc3)cs2)cc1	-1.5%	-4.7%	-1.1%	-8.3%[10.9 µM]
COc1ccc(S(=O)(=O)N2CCCN(S(=O)(=O)c3ccc(OC)c(C)c3)CC2)cc1C	.	-22.3%	-8.5%	.
CC(=O)c1ccc(N2CCN(S(=O)(=O)c3ccc(-c4cc(C)no4)s3)CC2)cc1	0.2%	1.0%	19.7%	-15.6%[10.9 µM]
CCCCCN(C(=O)NC(=O)Nc1nncs1)S(C)(=O)=O	1.1%	-7.6%	-12.9%	-5.8%

Carrying on:
Molecule	IkB sig inh	p53ts 32C kill	p53ts 39C tox	Imprint erasure
Cc1nc2ccccc2c(=O)n1/N=C/c1ccncc1	0.0%	15.5%	11.4%	-49.6%[inhibitor]
Cc1ccc(C(=O)Nc2ccccc2N2CCN(C(=O)C(C)C)CC2)cc1	0.7%	3.0%	-11.4%	-2.9%
FC(F)(F)c1cccc(N2Cc3ccccc3C2)c1	-1.7%	17.4%	-15.3%	-5.0%
COc1ccc(-c2cc(C(=O)NCc3ccccc3)c3c(-c4ccccc4)[nH]nc3n2)cc1	?	-3.8%	1.3%	-7.4%[10.9 µM]
COc1ccc2nc(SCc3ccccc3C)nc(C)c2c1	.	-14.8%	0.2%	.
O=C(O)CN1C(=O)CSc2ccccc21	-0.1%	-1.9%	7.6%	-0.5%
CCOc1nc(-c2ccc(C)cc2)ccc1-c1noc(COC)n1	-1.4%	-7.3%	-5.9%	-21.8%
CCOC(=O)c1cnn(-c2ccc(C(=O)Nc3ccc(C(C)=O)cc3)cc2)c1N	1.6%	1.8%	-9.3%	5.5%[10.9 µM]
Cc1ccc(C2=NN(CC(=O)NCCCN(CC(C)C)CC(C)C)C(=O)CC2)cc1	2.3%	3.3%	-22.5%	-18.2%[10.9 µM]
COC(=O)C(Cc1cnc[nH]1)NC(=O)C1CCC(=O)N1 (stereo unspecified)	0.6%	0.8%	-5.6%	3.2%
COc1ccccc1OCC(=O)N(Cc1nc(-c2ccc(Cl)cc2)no1)C(C)C	?	40.7%[activator]	19.5%	-15.8%
CC(C)NS(=O)(=O)c1ccc(OCC(=O)Nc2ccc3c(c2)OCCO3)cc1	-0.9%	-0.5%	-7.3%	-8.1%
CCCCNS(=O)(=O)c1ccc(S(=O)(=O)n2cnc3ccccc32)cc1	.	2.8%	21.1%	.
CC1=[N+]([O-])C(N2CCOCC2)C(O)(c2ccccc2)C1 (stereo unspecified)	0.7%	1.0%	-22.9%	-5.6%
COc1ccccc1CNCCSc1nnnn1C	-1.2%	-3.3%	12.8%	18.3%[10.9 µM]
CCc1c(C)nc(N)n2c(SCC(=O)N3CCN(c4ccccc4OC)CC3)nnc12	0.0%	5.0%	4.3%	5.5%
COc1ccc(-c2nc(C)c(CCNC(=O)C(=O)Nc3ccccc3C#N)s2)cc1OC	3.0%	4.3%	-13.0%	9.5%[10.9 µM]
COc1cc2c(cc1OC)CN(C(=O)CSc1nc(N)c(C#N)cc1C#N)CC2	0.6%	-0.8%	10.8%	-13.0%

Screening results (PubChem BioAssay)
